Bioassay records (PubChem BioAssay)
bovine MsrA act – bovine MsrA enzyme activators, primary screen, biochemical, absorbance, HTS | Methionine sulfoxide reductase A (Bos taurus) | purified bovine MsrA, absorbance read-out | activation, % at 10.6 µM | 0.3% of 360,000 active; in the data active = activation above about 7.5%;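 note: 0% = vehicle and 100% = reference activator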
Rin1 Abl inh – inhibitors of Rin1-Abl protein binding, primary screen, biochemical, TR-FRET; inhibition, % at 7.35 µM; 0.4% of 360,000 active; Tyrosine-protein kinase ABL1 (Homo sapiens) + Ras and Rab interactor 1 (Homo sapiens), …; in the data active = inhibition above about 5%, passing the limit was not always enough
MLLE-PAM2 inh – inhibitors of PABP1 MLLE–PAM2 peptide binding, primary screen, biochemical, fluorescence polarization, FITC-PAM2, GST-MLLE; inhibition, % at 20 µM; 0.36% of 360,000 active; in the data active = inhibition above about 35%, passing the limit was not always enough;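 note: plate controls were DMSO wells with GST-MLLE for no effect and wells lacking GST-MLLE protein for full effect; some results filed as inactive read as strong as hits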
MT1-MMP act inh – blockers of MT1-MMP proenzyme processing, primary screen, HT1080 RFP-PRO-GFP cells, GFP/RFP fluorescence; GFP/RFP ratio change, % at 20 µM; GFP/RFP ratio fluorescence, overnight; percent of plate control window, DMSO zero; 0.061% of 360,000 active; AID 651647, 2012;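 active = GFP/RFP ratio change of at least 30% with cell ATP level not reduced by more than half and red fluorescence within 50% of control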; note: strong numbers were not always called active
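Compound: 20 µM single dose, 1% DMSO / System: HT1080 RFP-PRO-GFP cells / Controls: DMSO and RFP-L50D-GFP cell wells / Read-out basis: GFP/RFP fluorescence ratio / Schedule: overnight compound exposure at 37 °C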
Neddylation inh – inhibitors of cullin neddylation, primary screen, biochemical, TR-FRET, uHTS, NAE and Ubc12; NEDD8-conjugating enzyme Ubc12 (Homo sapiens) + NEDD8-activating enzyme E1 regulatory …; calls only at 25 µM; 0.58% of 360,000 active; in the data active = inhibition above about 36%
FAS-TE inh – FAS thioesterase domain inhibitors, primary screen, biochemical, fluorescence intensity, uHTS; recombinant FAS-TE, OMFH fluorogenic substrate, fluorescence endpoint; inhibition, % at 15 µM; 0.67% of 360,000 active; AID 602261, 2012;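 active = compounds whose normalised, plate-corrected inhibition of enzyme fluorescence in the single-dose primary screen is 50% or more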;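 note: 0% = DMSO with enzyme and 100% = substrate without enzyme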
Target sequence (P49327 whole entry, looked up, the tested form may be a part): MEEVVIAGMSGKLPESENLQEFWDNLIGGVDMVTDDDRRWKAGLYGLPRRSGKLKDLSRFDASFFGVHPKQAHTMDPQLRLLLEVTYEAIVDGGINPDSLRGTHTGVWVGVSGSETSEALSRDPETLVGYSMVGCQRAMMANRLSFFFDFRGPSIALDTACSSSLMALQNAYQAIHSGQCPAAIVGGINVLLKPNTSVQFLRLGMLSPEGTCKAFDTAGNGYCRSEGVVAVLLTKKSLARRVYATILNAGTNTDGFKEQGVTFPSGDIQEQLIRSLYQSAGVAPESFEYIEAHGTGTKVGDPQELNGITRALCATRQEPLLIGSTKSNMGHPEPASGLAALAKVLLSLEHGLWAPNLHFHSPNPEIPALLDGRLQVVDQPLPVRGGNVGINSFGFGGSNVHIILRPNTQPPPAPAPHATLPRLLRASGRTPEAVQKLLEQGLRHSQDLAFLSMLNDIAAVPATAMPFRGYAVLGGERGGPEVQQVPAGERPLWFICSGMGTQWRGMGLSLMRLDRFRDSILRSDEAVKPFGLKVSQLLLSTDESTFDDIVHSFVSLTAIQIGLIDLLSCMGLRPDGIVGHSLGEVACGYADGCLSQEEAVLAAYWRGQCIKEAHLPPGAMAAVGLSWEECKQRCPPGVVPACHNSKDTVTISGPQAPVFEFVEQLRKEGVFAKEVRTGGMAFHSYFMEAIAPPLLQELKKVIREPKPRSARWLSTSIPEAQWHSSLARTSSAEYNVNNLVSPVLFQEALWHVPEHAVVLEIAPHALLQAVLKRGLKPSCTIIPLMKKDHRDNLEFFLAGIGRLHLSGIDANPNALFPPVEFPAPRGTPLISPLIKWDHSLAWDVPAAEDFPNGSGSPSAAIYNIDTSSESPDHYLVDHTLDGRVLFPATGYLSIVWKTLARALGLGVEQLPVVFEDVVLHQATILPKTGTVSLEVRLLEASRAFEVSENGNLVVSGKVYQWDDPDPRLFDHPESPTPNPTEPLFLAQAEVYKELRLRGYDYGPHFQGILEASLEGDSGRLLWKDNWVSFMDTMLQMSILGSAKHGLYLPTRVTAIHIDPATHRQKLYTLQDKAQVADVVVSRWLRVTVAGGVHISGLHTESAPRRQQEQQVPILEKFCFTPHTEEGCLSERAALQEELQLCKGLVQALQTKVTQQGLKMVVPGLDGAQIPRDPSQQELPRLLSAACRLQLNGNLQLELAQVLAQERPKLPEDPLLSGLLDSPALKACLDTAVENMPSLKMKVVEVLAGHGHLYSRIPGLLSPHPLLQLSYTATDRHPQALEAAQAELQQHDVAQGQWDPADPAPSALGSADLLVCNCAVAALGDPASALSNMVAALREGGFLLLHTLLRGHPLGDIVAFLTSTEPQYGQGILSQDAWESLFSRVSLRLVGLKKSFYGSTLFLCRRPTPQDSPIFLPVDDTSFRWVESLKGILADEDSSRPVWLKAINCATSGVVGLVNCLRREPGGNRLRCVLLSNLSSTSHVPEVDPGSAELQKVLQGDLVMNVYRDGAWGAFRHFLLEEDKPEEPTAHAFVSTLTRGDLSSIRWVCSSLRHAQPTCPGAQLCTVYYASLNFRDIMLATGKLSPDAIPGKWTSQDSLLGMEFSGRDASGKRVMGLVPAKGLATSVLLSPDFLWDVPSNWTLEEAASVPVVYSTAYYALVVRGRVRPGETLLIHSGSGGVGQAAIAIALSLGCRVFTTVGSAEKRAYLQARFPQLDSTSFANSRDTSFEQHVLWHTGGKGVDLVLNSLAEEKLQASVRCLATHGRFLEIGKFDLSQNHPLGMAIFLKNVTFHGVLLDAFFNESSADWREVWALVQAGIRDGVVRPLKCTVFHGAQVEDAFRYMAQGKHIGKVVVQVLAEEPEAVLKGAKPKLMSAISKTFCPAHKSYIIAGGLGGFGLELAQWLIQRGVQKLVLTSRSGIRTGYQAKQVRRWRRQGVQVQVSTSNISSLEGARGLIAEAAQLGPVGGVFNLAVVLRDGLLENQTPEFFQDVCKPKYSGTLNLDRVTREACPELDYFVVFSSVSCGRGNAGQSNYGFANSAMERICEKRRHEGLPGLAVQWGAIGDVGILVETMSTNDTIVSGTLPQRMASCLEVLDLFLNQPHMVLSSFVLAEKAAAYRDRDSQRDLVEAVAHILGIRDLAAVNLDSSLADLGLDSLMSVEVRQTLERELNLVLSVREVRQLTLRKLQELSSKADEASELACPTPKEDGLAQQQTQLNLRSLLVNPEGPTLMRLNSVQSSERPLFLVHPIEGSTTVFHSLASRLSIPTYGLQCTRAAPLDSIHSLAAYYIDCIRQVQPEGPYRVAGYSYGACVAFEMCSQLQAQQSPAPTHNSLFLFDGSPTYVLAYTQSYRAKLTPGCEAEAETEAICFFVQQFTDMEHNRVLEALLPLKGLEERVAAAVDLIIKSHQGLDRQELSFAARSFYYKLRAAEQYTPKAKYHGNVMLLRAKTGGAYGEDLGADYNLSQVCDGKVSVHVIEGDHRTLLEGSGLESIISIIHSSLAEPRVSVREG
E coli Lon inh – inhibitors of E. coli Lon protease, primary screen, biochemical, fluorescence polarization; inhibition, % at 7.94 µM; 0.42% of 360,000 active; P0A9M0; purified E. coli Lon protease; in the data active = inhibition above about 13%, passing the limit was not always enough;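 note: 0% = enzyme with probe and DMSO and 100% = no enzyme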
CendR NRP1 mod – modulators of CendR peptide binding to NRP-1, primary screen, biochemical, fluorescence polarization, uHTS | 0.85% of 360,000 active | FAM-RPARPAR peptide binding to NRP-1 | inhibition, % at 25 µM | Neuropilin-1 (Homo sapiens), O14786;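 active = inhibition or corrected inhibition above about 18%, plus a signal ratio from 0.5 to 1.5, limit read from the data, passing the limit was not always enough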; note: strong numbers were not always called active
SKN-1 block – suppressors of acrylamide-induced Pgst-4::GFP reporter in worms, primary screen, SKN-1 inhibitor project, whole organism, uHTS, GFP/RFP fluorescence ratio, strain VP596. inhibition, % at 21.8 µM. C. elegans VP596 Pgst-4::GFP/RFP ratio, 24 h. AID 624304, 2012. 0.49% of 360,000 active;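 active = interference check ratio from 0.5 to 1.5 plus GFP to RFP signal ratio inhibition reaching or exceeding a fixed threshold, cut at about 30% in these data, passing the limit was not always enough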; note: some compounds called inactive have numbers as strong as hits
An asterisk follows results filed as active; i = inactive; nt = not tested or not shown.

SMILES | bovine MsrA act | Rin1 Abl inh | MLLE-PAM2 inh | MT1-MMP act inh | Neddylation inh | FAS-TE inh | E coli Lon inh | CendR NRP1 mod | SKN-1 block
Cc1cc(Nc2ccccc2N2CCOCC2)n2ncnc2n1 | -12.6 | -4.4 | -1.3 | 6.3 | i | -9.9 | -2.4 | -3.1 | -12.2
COc1ccc(C(c2nnnn2Cc2cccs2)N2CCN(c3ccccc3F)CC2)cc1OC (configuration not stated) | -14.4 | -1.1 | 0.2 | 4.1 | i | 13.7 | -15.9 | 10.2 | -13.5
NCCCC[C@H]1CN=C(N)N1CCCCC1CCCCC1 | 0.0 | 0.9 | -1.6 | -0.6 | i | -4.8 | 1.9 | 5.5 | -5.6
CCCCN(C(=O)Cc1cccc(F)c1)c1c(N)n(CCC)c(=O)[nH]c1=O | -2.4 | 3.1 | -5.4 | -2.2 | i | -0.9 | -5.3 | 10.6 | -5.3
Cc1ccc(NC(=O)C2CCCN(c3ncnc4c3nc3n4CCCCC3)C2)nc1 (configuration not stated) | 0.2 | -0.6 | 10.8 | -1.3 | i | 5.4 | 4.2 | -8.5 | 1.6
CC1CCCN(C(=O)COC(=O)Cc2c[nH]c3ccccc23)C1 (configuration not stated) | -9.7 | 2.3 | 1.2 | -4.6 | i | -6.0 | -1.2 | -6.3 | -7.1
CCN1CCN(C(=O)NC(c2ccc(C)c(F)c2)C(Cl)Cl)CC1 (configuration not stated) | -2.6 | 1.5 | 2.1 | 0.7 | i | -6.8 | 2.6 | -6.9 | 1.3
Cc1ccc(C(=O)OCC(=O)NC2CCCCC2)o1 | -3.2 | 0.2 | -2.1 | -1.5 | i | -3.9 | -9.2 | -1.6 | 0.0
O=C1c2ccccc2C(=O)c2c1ccc(C(=O)N1CCCCC1)c2NCCO | -2.7 | -2.6 | -13.2 | 23.2 | i | 20.6 | -9.7 | -1.1 | 40.4*
CC1CN(C(=O)CN2C(=O)NC3(CCCCCC3)C2=O)CC(C)O1 (configuration not stated) | -2.3 | 0.6 | -4.5 | 0.7 | i | -8.0 | 7.2 | -9.6 | -9.0
CCc1ccc2c(CN3CCc4cc(OC)c(OC)cc4C3)cc(=O)oc2c1 | -3.2 | -2.9 | -10.6 | 1.2 | i | 14.8 | -6.0 | 10.6 | 10.8
CN1CC(COCc2ccccc2)Oc2ccccc2S1(=O)=O (configuration not stated) | -4.0 | -2.0 | -6.3 | 0.1 | i | 1.8 | -1.3 | -13.3 | -5.9
CC1(C(=O)N2Cc3ccccc3C2)CCN1C(=O)Cc1ccccc1 (configuration not stated) | -5.1 | -1.3 | 4.6 | 1.4 | i | -5.4 | -11.3 | -4.5 | 13.3
O=C(Nc1ccccc1C(=O)N1CCOCC1)C1CC(=O)N(c2ccc(F)cc2)C1 (configuration not stated) | -3.0 | 4.4 | -1.5 | -3.6 | i | -2.1 | -1.4 | 13.8 | 8.1
O=C(N/N=C/C=C/c1ccccc1)NC1CCCCC1 | -7.2 | -3.2 | 3.0 | 5.0 | i | 5.2 | 2.6 | -4.3 | 5.5
CN1CCN(C(=O)c2ccc3c(=O)n(-c4ccc(F)cc4)c(=S)[nH]c3c2)CC1 | -0.8 | 2.1 | 16.7 | -1.8 | i | -3.6 | -5.7 | 9.3 | 13.9
COc1c(C=O)c(CCN(C)C(=O)c2ccc(F)cc2)cc2c1OCO2 | -2.7 | 1.1 | 1.4 | 3.1 | i | -5.9 | 7.0 | 15.0 | 1.1
CCOC(=O)C1(Cc2ccccc2)CCN(Cc2cnn(CC)c2)CC1 | -4.1 | 5.9 | -6.1 | 0.7 | i | -2.6 | -4.2 | -10.0 | 1.5
Cc1ccccc1OCC(=O)Nc1ccc([N+](=O)[O-])cc1 | -11.0 | -6.0 | -1.2 | 7.0 | i | 4.4 | -14.9 | -3.3 | -1.9
CC1CCCCC12NC(=O)N(CC(=O)c1ccc(Cl)s1)C2=O (configuration not stated) | -1.5 | -1.0 | 1.3 | -7.7 | i | -0.4 | 9.5 | 10.8 | 11.9
Clc1ccc(C2CC(c3ccco3)n3ncnc3N2)cc1Cl (configuration not stated) | -2.3 | -1.5 | -2.2 | -16.3 | i | 4.8 | 8.6 | -8.1 | 17.0
CCc1nc2ccc(C(=O)NCCOc3ccc(OC)cc3)cn2c1N(CC)CCN(C)C | -0.3 | 1.4 | -25.2 | -9.1 | i | -6.2 | -5.5 | -4.1 | 15.1
CC/C(=N\O)c1c(O)c2c(n(-c3ccccc3)c1=O)CCCC2 | -2.1 | -2.4 | 0.1 | -3.9 | i | -23.3 | -11.5 | -9.3 | 14.2
CCc1nnc(NC(=O)CSc2nnc(Cc3ccccc3)o2)s1 | 1.4 | -1.0 | -7.1 | 6.3 | i | -11.0 | -2.5 | -10.7 | -0.7
CCCNC(=O)c1cc(SC)ccc1Cl | -1.3 | -0.5 | -6.2 | 3.6 | i | -6.7 | -7.0 | -1.8 | 4.3
O=C(/C=C/c1cccs1)Nc1ccc([N+](=O)[O-])cc1 | -3.0 | 0.8 | 7.8 | 0.1 | i | 15.2 | -2.7 | -1.0 | 5.9
Cc1ccc2nc(SCC(=O)Nc3cc(C(F)(F)F)ccc3N3CCOCC3)[nH]c2c1 | -1.7 | 1.9 | -14.4 | 10.2 | i | 13.7 | 3.8 | -1.5 | -11.7
CC1=Nn2c(nc3sc4c(c3c2=O)CCCC4)SC1 | -3.5 | -2.6 | 0.1 | 4.3 | i | -2.6 | -9.8 | 1.0 | 4.1
CN(/N=C/c1cccnc1)C1=NS(=O)(=O)c2ccccc21 | 0.1 | -5.6 | -18.6 | 1.0 | i | -0.2 | 6.8 | -4.5 | 3.7
CCOC(=O)N1CCC(Nc2ncnc3c2cnn3-c2ccccc2)CC1 | -3.1 | 9.9* | 2.5 | 3.3 | i | -6.6 | -10.6 | 4.2 | 15.8
CCOc1ccc(C2C(C(N)=O)=C(C)Nc3ncnn32)cc1OC (configuration not stated) | -0.1 | 1.1 | 4.0 | 0.6 | i | -5.6 | -5.0 | 2.3 | -3.2
O=C(COc1ccc([N+](=O)[O-])cc1)Nc1cc(C(=O)O)cc(C(=O)O)c1 | 3.4 | 3.4 | -8.5 | 2.2 | i | -5.5 | -6.3 | 8.0 | -4.1
CCN(C[C@H]1N[C@@](CC)(C(=O)OC)[C@H]2C(=O)N(Cc3ccccc3)C(=O)[C@@H]12)S(=O)(=O)c1ccc(OC)cc1 | 0.4 | -1.2 | 15.2 | -0.5 | i | 13.4 | 6.9 | 2.9 | -6.1
Cc1ccccc1CS(=O)(=O)c1ccc(C(=O)N2CCC(C)CC2)cc1[N+](=O)[O-] | -0.7 | 1.2 | 6.9 | -8.2 | i | 9.5 | -15.2 | 2.9 | -6.2
COc1ccc(OC)c(C2C3=C(CCCC3=O)Nc3c2c(=O)n(C)c(=O)n3C)c1 (configuration not stated) | -0.3 | 3.6 | 7.4 | 0.2 | i | -5.6 | -8.4 | -3.2 | -21.1
CCOc1cc(NC(=O)c2ccccn2)c(OCC)cc1NC(=O)c1ccccc1 | -2.4 | 1.0 | -4.1 | 3.2 | i | 6.7 | 2.2 | 9.7 | 5.0

An excerpt of these results, with values under each structure.
Each structure is followed by: bovine MsrA act	Rin1 Abl inh	MLLE-PAM2 inh	MT1-MMP act inh	Neddylation inh	FAS-TE inh	E coli Lon inh	CendR NRP1 mod	SKN-1 block
- CCOC(=O)N1CCC(Nc2ncnc3c2cnn3-c2ccccc2)CC1
 : -3.1	9.9*	2.5	3.3	i	-6.6	-10.6	4.2	15.8
- CCOc1ccc(C2C(C(N)=O)=C(C)Nc3ncnn32)cc1OC (configuration not stated)
 : -0.1	1.1	4.0	0.6	i	-5.6	-5.0	2.3	-3.2
- O=C(COc1ccc([N+](=O)[O-])cc1)Nc1cc(C(=O)O)cc(C(=O)O)c1
 : 3.4	3.4	-8.5	2.2	i	-5.5	-6.3	8.0	-4.1
- CCN(C[C@H]1N[C@@](CC)(C(=O)OC)[C@H]2C(=O)N(Cc3ccccc3)C(=O)[C@@H]12)S(=O)(=O)c1ccc(OC)cc1
 : 0.4	-1.2	15.2	-0.5	i	13.4	6.9	2.9	-6.1
- Cc1ccccc1CS(=O)(=O)c1ccc(C(=O)N2CCC(C)CC2)cc1[N+](=O)[O-]
 : -0.7	1.2	6.9	-8.2	i	9.5	-15.2	2.9	-6.2

Next results.
SMILES | bovine MsrA act | Rin1 Abl inh | MLLE-PAM2 inh | MT1-MMP act inh | Neddylation inh | FAS-TE inh | E coli Lon inh | CendR NRP1 mod | SKN-1 block
O=C(Nc1ccc(N2CCOCC2)cc1)c1nc2ccccc2s1 | -0.9 | 0.0 | -1.7 | -5.1 | i | -5.4 | 4.6 | -1.3 | -1.3
Cc1ccc(/C=C/c2ccc(=O)n(Cc3ccccc3Cl)n2)cc1 | -2.4 | -5.1 | 0.4 | -5.8 | nt | 15.4 | -4.0 | 0.4 | -16.6
CCN(CC)C(=O)Nc1c(C)n(C)n(-c2ccccc2)c1=O | 0.0 | -3.5 | -4.4 | 4.1 | i | -5.4 | -0.7 | -3.8 | 2.7
Cc1occc1C(=O)N/N=C/c1ccc(OCc2ccccc2)cc1 | -5.6 | 0.2 | -2.7 | 2.2 | i | 32.7 | 0.1 | 3.3 | -15.9
O=C(c1ccc(Cl)cc1)N1CCC(=O)N(C(CO)Cc2ccccc2)CC1 (configuration not stated) | -9.0 | -4.0 | 10.5 | 0.2 | i | -13.7 | 0.7 | 4.3 | -3.0
NS(=O)(=O)c1ccc(N2C(=O)C3CC=CCC3C2=O)cc1 (configuration not stated) | -5.0 | 1.9 | 0.1 | 2.0 | i | -10.4 | 6.9 | -3.2 | -11.5
CCC(C(=O)OCC(=O)N(C)c1c(N)n(Cc2ccccc2)c(=O)[nH]c1=O)c1ccccc1 (configuration not stated) | -0.4 | 0.7 | 1.6 | 0.6 | i | -2.4 | -9.3 | -20.9 | 3.6
COc1ccc(C(C#N)N2CCCCC2)cc1OC (configuration not stated) | -6.7 | 3.8 | 6.8 | 4.0 | i | -7.0 | 1.1 | -0.9 | 1.0
CCOCCCN1C(=O)CN(C2CCCCCC2)C(=O)C1c1ccc(OC)cc1 (configuration not stated) | -2.2 | -1.9 | 5.1 | 2.0 | i | 0.3 | 1.5 | -4.9 | -17.4
CC1(C)C(c2ccccc2)=NC(c2ccc(F)cc2)N1O (configuration not stated) | -1.4 | 0.7 | -8.0 | 1.8 | i | -8.8 | 6.8 | 10.0 | 4.7
COc1ccc(CCNC(=O)COC(=O)/C=C/c2cccs2)cc1 | -1.6 | -11.1 | 0.3 | -3.7 | i | -1.5 | 0.1 | -0.9 | -10.2
CN(C)S(=O)(=O)c1cccc(NC(=O)COC(=O)/C=C/c2ccc3c(c2)OCO3)c1 | -3.6 | 0.1 | -2.5 | -0.4 | i | 15.5 | -13.0 | 3.4 | -11.3
CCn1cc(CCC(=O)NC(C)c2ccccc2)c2ccccc21 (configuration not stated) | -1.1 | -0.3 | -4.8 | 6.9 | i | 2.9 | -2.7 | -42.3 | 5.6
CC(=O)N1CCN(C(=O)c2cccc(NS(=O)(=O)c3ccc(Br)cc3)c2)CC1 | -0.8 | 4.3 | -1.5 | 3.9 | i | -5.7 | -8.6 | 3.3 | 0.4
CCOc1ccccc1CNC(=O)c1cn(C)c(=O)c2c1c1ccccc1n2C | -4.5 | -4.1 | -0.9 | -0.9 | i | 0.8 | -12.6 | 3.1 | 24.8
